Pf growth 96h = Primary qHTS for delayed death inhibitors of the malarial parasite plastid, 96 hour incubation; 320,000 compounds, 6.9% hits; AID 504834, 2011; P. falciparum luciferase reporter growth, 96 h; Potency, µM (highest dose often 28.7 µM), for inactives: top-dose activity change, negative = inhibition, usual class: inhibitors; further: potency means the concentration at half of the fitted maximal effect; on the % scale 0 is the no-effect control and ±100 the full control effect
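Two parasite generations (96 h, 37 C, 5% CO2) of compound exposure in infected erythrocytes (0.05% parasitemia, 2% hematocrit). Luciferase-reporter P. falciparum; decreased luminescence indicates inhibited growth, aimed at apicoplast-acting delayed death.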
AMA1-RON2 inh = qHTS for Inhibitors of AMA1-RON; Towards Development of Antimalarial Drug Lead: Primary Screen | 360,000 compounds, 0.2% hits | AID 720542, 2013 | AlphaScreen AMA1-biotinylated RON2 peptide binding | Potency, µM (highest dose often 58.2 µM), without a hit: top-dose activity change, negative = inhibition, hits mostly inhibitors;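 further: potency means the concentration at half of the fitted maximal effect; 0% = vehicle wells and -100% = peptide control; nearly all actives have a fitted effect of over 45% in size; some results filed as inactive show a strong effect at the top dose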
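AMA1 (3D7) with his tag at 25 nM final met compounds first, then biotinylated RON2 peptide at 25 nM; detection used donor plus acceptor beads, 10 µg/mL apiece, read by AlphaScreen after 30 min at room temperature.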
Cycloheximide cs = Cycloheximide Counterscreen for Small Molecule Inhibitors of Shiga Toxin | AID 2314, 2010 | 300,000 compounds, 12% hits | cell reporter, cycloheximide protein synthesis inhibition counterscreen | max response, %; in the data active means max response mostly above about 13%, no sharp cut-off; inactive means mostly below about 14%; further: read at 38.3 µM for the half of the compounds with a filed dose; 0% is about no effect
Tb PYK inh = qHTS of Trypanosoma Brucei Inhibitors. 410,000 compounds, 0.12% hits. pyruvate kinase (Trypanosoma brucei), Q57TT1. Potency, µM (highest dose often 76.8 µM), without a hit: top-dose activity, negative = inhibition, hits mostly inhibitors. TbPYK enzyme, Kinase-Glo Plus ATP luminescence, 45 min. AID 624173, 2012; further: potency means the concentration at half of the fitted maximal effect; on the % scale 0 is the no-effect control and ±100 the full control effect; nearly all actives have a fitted effect of over 50% in size
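TbPYK + substrate in 50 mM TEA pH 7.2, 100 mM KCl, 10 mM MgCl2, 0.05% BSA, 0.01% Tween-20; cpd pinned; ADP 130 uM final; 45 min RT; Kinase-Glo Plus 10 min; luminescence endpoint.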
LmPK inhibitor = qHTS Assay for Inhibitors of Leishmania Mexicana Pyruvate Kinase (LmPK). purified LmPK, Kinase-Glo ATP luminescence, 1 h. 290,000 compounds, 0.37% hits. AID 1721, 2009. Q27686. Potency, µM (series often up to 57.5 µM), for the others: top-dose activity change, negative = inhibition, most hits filed as inhibitors; further: potency means the concentration at half of the fitted maximal effect; on the % scale 0 is the no-effect control and ±100 the full control effect
Target sequence (Q27686 whole entry, looked up): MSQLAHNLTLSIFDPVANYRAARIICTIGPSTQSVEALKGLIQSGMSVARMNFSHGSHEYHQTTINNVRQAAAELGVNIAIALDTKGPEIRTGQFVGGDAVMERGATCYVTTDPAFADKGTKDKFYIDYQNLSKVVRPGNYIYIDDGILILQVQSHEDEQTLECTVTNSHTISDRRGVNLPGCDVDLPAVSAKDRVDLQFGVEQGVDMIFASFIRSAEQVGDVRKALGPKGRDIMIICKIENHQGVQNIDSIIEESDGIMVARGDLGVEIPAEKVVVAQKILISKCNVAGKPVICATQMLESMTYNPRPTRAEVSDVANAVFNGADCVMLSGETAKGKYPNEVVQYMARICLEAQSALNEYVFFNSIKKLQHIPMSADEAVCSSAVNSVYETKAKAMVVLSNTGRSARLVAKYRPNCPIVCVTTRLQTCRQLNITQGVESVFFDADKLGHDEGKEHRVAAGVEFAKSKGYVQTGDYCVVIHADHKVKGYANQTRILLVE
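ATP generated from ADP (0.1 mM) and PEP (0.5 mM) by 0.1 nM LmPK over 1 h at room temperature (pH 7.2 imidazole buffer) was detected by coupled luciferase luminescence. Values were normalized to uninhibited and no-enzyme wells.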
Shiga inhibitor = A qHTS for Small Molecule Inhibitors of Shiga Toxin; 290,000 compounds, 9.2% hits; inhibition, % at 38.7 µM; Vero cells, Shiga toxin protein synthesis inhibition reporter; AID 2315, 2010; in the data active means inhibition mostly above about 28%, no sharp cut-off; inactive means mostly below about 43%; further: 0% is about no effect
Pf growth 48h = Primary qHTS for delayed death inhibitors of the malarial parasite plastid, 48 hour incubation | P. falciparum luciferase growth in erythrocytes, 48 h | Potency, µM (titrated, usually from 28.7 µM), for the others: at the top dose activity change, negative = inhibition, most hits filed as inhibitors | 310,000 compounds, 5.9% hits | AID 504832, 2011; further: potency means the concentration at half of the fitted maximal effect; on the % scale 0 is the no-effect control and ±100 the full control effect
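Compounds are pin-transferred into medium, infected erythrocytes (2% hematocrit, 0.1% parasitemia final) are added, and plates sit one parasite generation at 37 C in 5% CO2. Detection reagent is then added and luminescence measured.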
* marks the source's active call; other numbers are inactive results; ? = inconclusive; / = no result given; & = joins results of further samples; [ ] = another dose, or the depositor's remark. Unless noted, the call rests on the fitted dose curve; in most records, active means well fitted curve in the direction sought with a large enough effect; inconclusive means small, poorly fitted or top-dose-only effect, or another doubt; inactive means no such curve, though single readings can be large; an effect the other way counts as inactive or inconclusive. The order is random; 21% or so of the library scored in one or more.

No.	SMILES	Pf growth 96h	AMA1-RON2 inh	Cycloheximide cs	Tb PYK inh	LmPK inhibitor	Shiga inhibitor	Pf growth 48h
1	COc1cc(/C=C/C(=O)Nc2ccc3nc4n(c(=O)c3c2)CCCC4)cc(OC)c1OC	-18%	-6%	-4	-3%	0%	-13	?
2	COc1ccc(C(=O)N/N=C(/C)c2cccc(NC(=O)C(F)(F)F)c2)cc1	146%[activator]	9%	37*	-3%	0%	73*	192%[activator]
3	COc1ccc(C(C)=O)cc1CSCC(=O)O	75%[activator]	19%	-2	1%	4%	-4	6%
4	CCN(CC)Cc1cc2[nH]c3c4ccc(Cl)cc4ncc3c2cc1OC	0.093µM*	-11%&0%	-7	0%	-4%	-8	0.074µM*
5	CCOc1ccc(C(=O)Nc2sc3c(c2C(=O)OC)CC(C)(C)NC3(C)C)cc1	39%	-7%	-3	-1%	7%	0	7%
6	COc1cc(NC(=O)/C=C/c2ccccc2[N+](=O)[O-])cc(OC)c1	-7%	-1%	15*	-5%	-4%	19	48%[activator]
7	COc1ccc(/C=C(\NC(=O)c2ccccc2)C(=O)N/N=C/c2cccnc2)cc1	?	10%	9	1%	-12%	14	13%
8	Cc1ccc(C)c(NC(=S)N2CCN(S(=O)(=O)c3ccccc3)CC2)c1	?	-11%	7	3%	2%	-8	?
9	CC1CCN(c2nc(-c3ccc(F)cc3)cc(C(F)(F)F)n2)CC1	-27%	9%	-3	-12%	-5%	12	?
10	O=C(NC1CCN(C(=S)NCc2ccco2)CC1)NC12CC3CC(CC(C3)C1)C2	?	4%	-3	-5%	2%	-12	?
11	NC(=O)c1c(NC(=O)c2ccccc2)sc2c1CCc1ccccc1-2	109%[activator]	12%	21*	-11%	-3%	33	/
12	O=C(NCc1ccccc1C(F)(F)F)C1CC(c2ccccc2C(F)(F)F)=NO1 (centres undefined)	50%[activator]	4%	4	1%	1%	19	24%
13	CC(NC(=O)c1cc(-c2ccccc2)on1)c1ccccc1 (centres undefined)	-4%	3%	4	4%	-2%	1	28%
14	CCN(CC)CCCNC(=O)CCn1nc(-c2ccccc2)ccc1=O	-9%	4%	1	-2%	5%	2	34%[activator]
15	CCc1ccccc1NC(=S)N1CCC(C(=O)c2ccc(F)cc2)CC1	-11%	-7%	3	5%	0%	15	26%
16	CCOC(=O)COc1cccc2c(=O)n(CC(=O)N3CCc4ccccc43)ccc12	-8%	21%	-2	0%	0%	-13	5%
17	Cc1ccc(NC(=Nc2ccc(Br)cc2)N2CCOCC2)cc1C	?	-8%	6	-1%	-4%	3	?
18	CN(C)CCCN(C(=O)c1ccc2c(c1)CCCC2)c1nc2cc3c(cc2s1)OCO3	2.3µM*	-12%	-3	0%	4%	-11	12µM*
19	CCC1COCCS(=O)(=O)N1Cc1ccccc1 (centres undefined)	44%[activator]	26%	-4	1%	-5%	-3	34%[activator]
20	Cc1cccc(S(=O)(=O)Nc2ccc(-c3ccc4nncn4n3)cc2)c1	5%	-5%	/	4%	/	/	?
21	Cc1ncc([N+](=O)[O-])n1CC(=O)Nc1ccc(Cl)cc1	?	-11%	-4	-1%	-2%	-8	-7%[0.00184 µM]
22	CCc1ccccc1N(C(=O)CCC(=O)Nc1cc(C)on1)C(C(=O)NC1CCCC1)c1ccco1 (centres undefined)	27%	12%	1	0%	2%	-23	9.3µM*
23	COc1cccc(NC(=O)c2ccc(CN3CCOCC3)cc2)c1	13%	-2%	22*	-13%	?	33	102%[activator]
24	COc1ccc(C2/C=C\CN(C(=O)C3CCCCC3)CC(=O)N2Cc2ccc(F)cc2)cc1 (centres undefined)	?	6%	-9&-4	-1%	6%	-9&2	?
25	CO/N=C/NC(=O)NOCc1c(Cl)cccc1Cl	-6%	35%[activator]	1	3%	-1%	15	2%
26	Cn1c(=O)c2c(nc(SCC(=O)NC34CC5CC(CC(C5)C3)C4)n2C)n(C)c1=O	/	-4%	-4	1%	-3%	31	2%
27	COc1cccc(NC(=S)NCCc2ccccn2)c1	-21%	75%[activator]	27*	-5%	0%	39*	26%
28	CCCCSc1nc(C(=O)O)cc(=O)[nH]1	0%	44%[activator]	-1	13%	-5%	-12	13%
29	CCN(CC)CCCN1C=C2C(=O)C(C)(OC(=O)CCc3ccccc3)C(=O)C=C2C=C1c1ccc(C#N)cc1 (centres undefined)	?	-3%	-2	-7%	-1%[11.5 µM]	-1	?
30	CCOC(=O)N1CCN(CC(O)COc2cc(C)cc(C)c2)CC1 (centres undefined)	2%	0%	-7	-14%	2%	-11	1%
31	COCc1c(C(=O)OC/C(O)=C(\C#N)c2nc3ccccc3[nH]2)oc2ccccc12	-2%	71%[activator]	1	-2%	-2%	30	17%
32	CC(C)c1nnc(NC(=O)CCCC(=O)O)s1	?	-3%	-2	5%	-2%	-6	/
33	O=C(COC(=O)c1ccccc1SCC(=O)N1CCCC1)NC1CCS(=O)(=O)C1 (centres undefined)	-1%	-17%	/	3%	/	/	2%
34	Cc1cc(C)cc(NC(=O)Cn2nnc3ccccc3c2=O)c1	24%	12%	3	2%	8%	13	14%
35	CCN(CC)S(=O)(=O)c1cc(C(=O)Nc2cccnc2Cl)ccc1Cl	12%	-8%	5	-7%	-3%	-13	-2%
36	CCn1ncc(Br)c1C(=O)Nc1ccc(Cl)cn1	/	2%	-2	4%	-4%	18	13%
37	O=C(O)C1=NN(c2ccccc2)C(=O)C1	16%	?	-1	0%	-3%	-11	-2%
38	CC1(C)Cc2c(sc3nc(C4CC4)n(N)c(=O)c23)CO1	83%[activator]	-20%	0	6%	1%	15	56%[activator]
39	COC(=O)c1ccccc1-c1ccc(/C=N/NC(=O)c2cc3ccccc3o2)o1	-21%	-6%	-2	0%	-3%	-3	-14%
40	N=c1c(S(=O)(=O)c2ccc(Cl)cc2)cc2c(=O)n3ccccc3nc2n1Cc1cccnc1	-6%	-9%	1	8%	-6%	-6	?
41	CNC(=O)c1cc(C(=O)c2ccc(C(F)(F)F)cc2)c[nH]1	35%[activator]	5%	27*	-2%	1%	60*	/
42	Cc1ccc(-n2c(C)cc(/C=C3/SC(=O)N(CC(=O)N4CCOCC4)C3=O)c2C)nc1	0%	0%	6	-1%	-11%	15	-3%
43	CCN1CCN(S(=O)(=O)c2ccc(S(=O)(=O)N(CC)Cc3ccccc3)cc2)CC1	?	-8%	-1	-10%	-1%	1	13µM*
44	CC(C)NC(=O)c1ccc(COc2cc(Cl)ccc2Cl)o1	15%	-9%	9	-1%	8%	14	?
45	Cc1cc(C(=O)N2CCCC(N3CCN(c4ccccc4C)CC3)C2)nc(C)n1 (centres undefined)	35%[activator]	7%	3	-9%	0%	6	-11%
46	S=c1[nH]nc(C2CC2)n1Cc1ccccc1	-30%	35%[activator]	-1	?	-2%	-5	32%
47	COC(=O)Nc1ccc2c(c1)N(C(=O)CCCl)c1ccccc1S2	-18%	-4%	-1	-3%	4%	-13	7%[0.00184 µM]
48	CCSc1nnc(NC(=O)CN2C(=O)C3CC=CCC3C2=O)s1 (centres undefined)	20%	9%	0	0%	-2%	-7	18%
49	COc1ccc(C(=O)Nc2cc3c(cc2N2CCCCC2)n(C)c(=O)n3C)cc1OC	?	-1%	-2	-4%	1%	-5	?
50	Cc1ccc2oc(=O)c3cc(C(=O)NCCN4CCN(C)CC4)sc3c2c1	56%[activator]	-1%	-3	-4%	1%	-3	6%

The results go on.
No.	SMILES	Pf growth 96h	AMA1-RON2 inh	Cycloheximide cs	Tb PYK inh	LmPK inhibitor	Shiga inhibitor	Pf growth 48h
51	CC(C)[C@H](NC(=O)c1cc2cc(Cl)ccc2n1C)C(=O)N1CCC(C(=O)O)CC1	27%	-10%	17	-1%	1%	-13	12%
52	Cc1ccc(S(=O)(=O)N2CCOCC2)cc1NC(=O)CSc1nnc(NC2CC2)s1	?	26%	/	2%	/	/	?
53	CCCCN(CC)CCCNC(=S)Nc1ccc2nc3n(c(=O)c2c1)CCCCC3	-5%	0%	-1	0%	-2%	-8	1%
54	Cc1nc(COC(=O)c2c(C)nn(-c3ccccc3)c2C)cs1	?	-10%	35*	-3%	-2%	100*	-19%
55	CCCCOc1ccc(C(=O)NCC(=O)NC2CCN(Cc3ccccc3)CC2)cc1	?	3%	-2	2%	-5%	10	?
56	CCOC(=O)C1=C(C)Nc2ccccc2N=C1NC(=O)Cc1ccc(Br)cc1	9%	-2%	0	-14%	3%	-18	-13%

Filtered by structure: the entries above containing an aryl methoxy group.
No.	SMILES	Pf growth 96h	AMA1-RON2 inh	Cycloheximide cs	Tb PYK inh	LmPK inhibitor	Shiga inhibitor	Pf growth 48h
1	COc1cc(/C=C/C(=O)Nc2ccc3nc4n(c(=O)c3c2)CCCC4)cc(OC)c1OC	-18%	-6%	-4	-3%	0%	-13	?
2	COc1ccc(C(=O)N/N=C(/C)c2cccc(NC(=O)C(F)(F)F)c2)cc1	146%[activator]	9%	37*	-3%	0%	73*	192%[activator]
3	COc1ccc(C(C)=O)cc1CSCC(=O)O	75%[activator]	19%	-2	1%	4%	-4	6%
4	CCN(CC)Cc1cc2[nH]c3c4ccc(Cl)cc4ncc3c2cc1OC	0.093µM*	-11%&0%	-7	0%	-4%	-8	0.074µM*
6	COc1cc(NC(=O)/C=C/c2ccccc2[N+](=O)[O-])cc(OC)c1	-7%	-1%	15*	-5%	-4%	19	48%[activator]
7	COc1ccc(/C=C(\NC(=O)c2ccccc2)C(=O)N/N=C/c2cccnc2)cc1	?	10%	9	1%	-12%	14	13%
23	COc1cccc(NC(=O)c2ccc(CN3CCOCC3)cc2)c1	13%	-2%	22*	-13%	?	33	102%[activator]
24	COc1ccc(C2/C=C\CN(C(=O)C3CCCCC3)CC(=O)N2Cc2ccc(F)cc2)cc1 (centres undefined)	?	6%	-9&-4	-1%	6%	-9&2	?
27	COc1cccc(NC(=S)NCCc2ccccn2)c1	-21%	75%[activator]	27*	-5%	0%	39*	26%
49	COc1ccc(C(=O)Nc2cc3c(cc2N2CCCCC2)n(C)c(=O)n3C)cc1OC	?	-1%	-2	-4%	1%	-5	?

Compound activity deposited in PubChem BioAssay by National Center for Advancing Translational Sciences (NCATS).
